# E-selectin induc – E-selectin induction on HUVECs | HUVEC E-selectin immunofluorescence imaging; normalized: neutral wells 0, TNF-alpha wells 100 | AID 686992 | hit rate 0.37% among 260,000 | P16581 | activation, % at 7.58 µM;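 active means mean E-selectin-positive cell signal at least 10% of the positive control, reached in at least 60% of replicates, without over 20% cell loss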;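 further: in these data hits start at about 27%; measured in HUVEC primary endothelial cells; signal is the percent of cells scored E-selectin positive by PE staining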
#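 Test system: HUVEC; input: 3,000 HUVEC/well; measured by: immunofluorescence imaging; read-out: % PE-positive cells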
# ERAP1 HTS inh – blocks human ERAP1 aminopeptidase activity; inhibition, % at 10.7 µM; recombinant ERAP1, Leu-AMC fluorescence, 60 min; hit rate 0.15% among 340,000; Q9NZ08; AID 652197;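 active means mean replicate inhibition of at least 30%, or all replicates individually reaching that 30% level; inactive means mean below 30% and not every replicate reaching it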;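 further: 0% = neutral control wells and 100% = L-leucinethiol positive control wells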
# Target sequence (Q9NZ08 whole entry, looked up): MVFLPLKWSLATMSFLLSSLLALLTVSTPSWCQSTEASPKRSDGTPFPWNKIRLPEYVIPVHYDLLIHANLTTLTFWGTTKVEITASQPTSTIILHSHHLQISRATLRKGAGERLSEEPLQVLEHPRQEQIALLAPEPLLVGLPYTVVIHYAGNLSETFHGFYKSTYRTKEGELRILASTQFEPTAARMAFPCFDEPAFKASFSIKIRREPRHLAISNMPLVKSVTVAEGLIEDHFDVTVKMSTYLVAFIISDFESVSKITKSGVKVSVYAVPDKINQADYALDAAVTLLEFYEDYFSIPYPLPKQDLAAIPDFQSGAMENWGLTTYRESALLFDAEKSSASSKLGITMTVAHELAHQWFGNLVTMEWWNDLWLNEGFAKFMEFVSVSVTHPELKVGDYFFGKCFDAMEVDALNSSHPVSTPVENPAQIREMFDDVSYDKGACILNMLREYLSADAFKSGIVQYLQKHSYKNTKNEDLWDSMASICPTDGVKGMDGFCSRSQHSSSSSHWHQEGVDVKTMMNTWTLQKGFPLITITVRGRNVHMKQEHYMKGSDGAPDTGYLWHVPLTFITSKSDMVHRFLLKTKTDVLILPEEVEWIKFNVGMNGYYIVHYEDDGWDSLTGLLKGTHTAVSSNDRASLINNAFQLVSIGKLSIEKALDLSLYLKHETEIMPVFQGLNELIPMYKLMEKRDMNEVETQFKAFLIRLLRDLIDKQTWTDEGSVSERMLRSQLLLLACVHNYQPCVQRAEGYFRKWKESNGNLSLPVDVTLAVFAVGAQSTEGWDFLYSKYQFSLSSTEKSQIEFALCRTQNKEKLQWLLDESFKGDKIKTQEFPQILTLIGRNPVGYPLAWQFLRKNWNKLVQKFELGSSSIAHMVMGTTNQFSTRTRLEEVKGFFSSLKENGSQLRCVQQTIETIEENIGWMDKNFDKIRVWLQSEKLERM
# PglD inh – inhibitors of Campylobacter jejuni PglD acetyltransferase | purified PglD enzyme, DTNB colorimetric CoA detection | inhibition, % at 12.5 µM | hit rate 0.098% among 360,000 | AID 602405; in the data active means inhibition above about 16%, passing the limit was not always enough; further: strong numbers were not always called active
# Cneo AK release – causes C. neoformans cell lysis; adenylate kinase release luminescence, 4 h; normalised: neutral wells 0, clomiphene wells 100; lysis activity, % at 15 µM; hit rate 0.2% among 360,000; AID 651654;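 active means mean lysis activity across replicates of at least 80%, whatever share of replicates individually reach that level; inactive means mean lysis activity below 80%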
#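 Assay system: Cryptococcus neoformans yeast cells / Dosing: single-point compound dose / Timing: 4 h at 37 °C static, read 1 h later / Measured by: luminescence of released adenylate kinase using an AK detection reagent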
# RAD52 anneal inh – RAD52 (human) annealing inhibition; recombinant RAD52 DNA annealing, FRET fluorescence; hit rate 0.46% among 360,000; inhibition, % at 18.7 µM;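 active means every replicate showing at least 50% inhibition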
# miR-122 sensor – inhibitors of miR-122 in Huh7 cells. AID 602342. Huh7 miR-122 Renilla luciferase sensor, 48 h; neutral wells = 0, positive control = 100. hit rate 0.3% among 340,000. activation (reporter increase), % at 12.5 µM;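 active means mean replicate activation score at least 90 and every replicate individually at or above 90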;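 further: higher luciferase means less miR-122 activity so hits act as miR-122 inhibitors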
# RAD54 inh – inhibitors of human RAD54 branch migration | hit rate 0.14% among 360,000 | RAD54 Holliday junction branch migration, FAM/BHQ fluorescence | inhibition, % at 10.4 µM | AID 602329 | Q92698;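 active means mean normalized replicate activity at least 40 and at least half of replicates scoring 40 or more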;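 further: 0% = median of neutral control wells and 100% = median of positive control wells; inhibitors cause a drop in the FAM fluorescence signal; in these data hits start at about 50%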
# PGC1a acetyl inh – modulators of PGC1a acetylation; U2OS PGC1a acetylation, AlphaScreen anti-acetyl-lysine; with virally co-expressed GCN5 acetyltransferase; inhibition, % at 15.6 µM; hit rate 0.17% among 350,000; AID 651687;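 active means every replicate shows inhibition of at least 40%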;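 further: 0% = neutral control wells and 100% = positive control wells; some results beyond the cut were filed as inactive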
# The depositor's hits bear a star; / = no result given; [ ] = remark or other dose. Not a hit list (roughly 1.4% active in at least one column).
Compound	E-selectin induc	ERAP1 HTS inh	PglD inh	Cneo AK release	RAD52 anneal inh	miR-122 sensor	RAD54 inh	PGC1a acetyl inh
O=C(Cn1cnc2c(NCc3ccccc3)ncnc21)NCc1ccccn1	0.1	-3	1	-2	-1	-2	6	-6
O=C(CN(c1ccc(Cl)cc1)S(=O)(=O)c1ccc(Cl)c([N+](=O)[O-])c1)NCCc1ccc(F)cc1	/	/	3	1	/	0	-5	-14
Cc1ccc(C(=O)NNC(=O)CCC(=O)NCc2ccccc2)cc1Br	0.2	-1	-8	0	-6	2	0	/
Cn1c(=O)[nH]c(=O)c2c1nc(CN1CCOCC1)n2CCCO	/	0	4	1	-18	-5	0	-11
NC1=NC(=O)C(Cc2ccccc2)S1 (stereo not drawn)	-0.4	/	3	0	-9	13	-6	6
CC(C)NC(=O)Nc1ccc2c(c1)CC(=O)N([C@H](C)CO)C[C@H](C)[C@@H](CN(C)C(=O)Nc1ccc(C(F)(F)F)cc1)O2	0.8	1	3	-1	9	8[16.7 µM]	9	3
CCSc1nnc(-c2ccc(S(=O)(=O)N3CCCC3)cc2)n1C	/	/	-1	-2	/	-10	4	13
C[C@H]1COC(=O)[C@H](CC(=O)OC(C)(C)C)C/C=C\C[C@@H](CC(=O)N[C@H](CO)Cc2ccccc2)C(=O)N1	-0.1	-6	-1	-2	-12	/	-9	/
COc1ccc(CCN=C(C)c2cc(C)c(C)cc2O)cc1OC	0.2	7	3	-1	-20	-5	-16	/
COc1cc(/C=C2/C(=N)N3C(=NC2=O)SN=C3S(C)(=O)=O)ccc1OC(=O)c1ccco1	/	3	-1	1	-167	/	-23	/
COc1cccc(NC(=O)N(C)C[C@H]2Oc3cc(/C=C/c4ccccc4)ccc3S(=O)(=O)N([C@@H](C)CO)C[C@H]2C)c1	-0.1	0	-6	-28	-14	/	-2	6
O=C(C1CC1)N1CC(=O)N2[C@H](CO)[C@@H](c3ccc(-c4cccnc4)cc3)[C@@H]2C1	0.0	3	/	/	-6	/	/	3
C[C@H]1CN([C@@H](C)CO)C(=O)c2cc(NC(=O)C3CCCCC3)ccc2O[C@@H]1CN(C)C(=O)Nc1ccc(F)cc1	-4.3	-1	1	3	19	-1[16.7 µM]	-1	/
CN(Cc1ccco1)S(=O)(=O)c1nnc(NC(=O)c2cccc(Cl)c2)s1	/	1	-7	26	-8	/	1	/
c1ccc(CN2CCc3[nH]c4ccccc4c3C2)cc1	0.6	-1	/	/	-17	1	/	9
O=C(NCCOc1ccccc1F)c1ccccc1SCc1ccc(F)cc1	-0.4	/	4	12	/	4	-1	1
COc1ccc(C#Cc2ccc3c(c2)O[C@@H](CN(C)C(=O)Nc2cccc(OC)c2)[C@@H](C)CN([C@@H](C)CO)S3(=O)=O)cc1	0.5	-1	-1	33	-15	4[16.7 µM]	-6	-11
Cc1noc(C)c1S(=O)(=O)N(C)C[C@H]1OCCCC[C@@H](C)Oc2ccc(NC(=O)C3CCCCC3)cc2C(=O)N([C@H](C)CO)C[C@H]1C	-0.2	-2	-2	-3	-6	-10[16.7 µM]	-2	-10
C[C@@H]1CN([C@H](C)CO)S(=O)(=O)c2ccc(-c3cccc(C#N)c3)cc2O[C@H]1CN(C)C(=O)c1ccccc1	0.4	2	3	-2	-7	1[16.7 µM]	3	-9
CSc1ccccc1NC(=O)c1ccco1	/	/	5	-6	/	8	4	15
CCNC(=O)[C@@H]1[C@@H](CO)[C@@H]2Cn3c(ccc(-c4ccccc4)c3=O)[C@H]1N2C(=O)c1ccccn1	0.6	-2	0	-2	0	-3[16.7 µM]	-2	/
O=C(O)C[C@H]1c2cc(C(F)(F)F)ccc2S(=O)(=O)N1C1CCCC1	0.0	-3	6	0	-1	6	3	-8
CCOc1cc2[nH]c(=O)n(CCCN3CCN(c4ccc(OC)cc4)CC3)c(=O)c2cc1OCC	7.8	0	2	-4	5	1	12	-16
COc1ccc(CNC(=O)c2[nH]c(C)c(C(C)=O)c2C)cc1	-0.1	-1	-2	0	-21	/	13	/
O=C(COC(=O)Cc1ccc(S(=O)(=O)N2CCOCC2)s1)Nc1ccc(F)cc1F	/	-3	2	-1	-175	/	8	3
CCN(CC)CCn1c2c(c(SCC(=O)Nc3cc(C)ccc3C)nc1=O)CCC2	/	-1	-3	4	-6	-4	1	10
Clc1cccc(N2CCN(c3nnnn3-c3ccccc3)CC2)c1	/	-3	4	-4	-12	0	2	-11
CN(C)C1=NC[C@H](Cc2ccccc2)N1CCc1cccc(F)c1	0.4	-12	3	0	-13	1	-6	5
Cc1noc(C)c1S(=O)(=O)Nc1ccc2c(c1)C(=O)N([C@@H](C)CO)C[C@H](C)[C@@H](CN(C)S(=O)(=O)c1cn(C)cn1)OCCCC[C@@H](C)O2	/	3	3	-1	-5	3[16.7 µM]	0	2
CO[C@H]1CN(C)C(=O)c2ccc(NS(C)(=O)=O)cc2OC[C@H](C)N(C)C[C@H]1C	0.0	0	3	54	7	-8[16.7 µM]	-4	3
O=C1CN(C(=O)COC(=O)c2ccc(Cl)cc2)c2ccccc2N1	-3.6	0	-2	1	-9	/	-15	/
CC1=NN(C(N)=S)C(=O)C1N=Nc1ccccc1C (stereo not drawn)	/	/	6	6	/	0	-1	12
Cc1noc(C)c1S(=O)(=O)Nc1ccc2c(c1)C(=O)N([C@H](C)CO)C[C@H](C)[C@@H](CN(C)C(=O)c1ccncc1)OCCCC[C@@H](C)O2	-0.1	4	-2	-2	-2	1[16.7 µM]	2	3
C[C@@H]1CN([C@H](C)CO)C(=O)c2cccc(NS(=O)(=O)c3cn(C)cn3)c2O[C@H]1CN(C)CC1CC1	-0.4	2	5	-4	-3	0[16.7 µM]	-4	-1
CCOC(=O)c1ccc(NC(=O)c2nc(S(=O)(=O)Cc3ccccc3)ncc2Cl)cc1	0.7	-3	5	-1	4	-1	-1	-78
CO[C@H]1CN(C)C(=O)c2ccc(NC(=O)C3CCCCC3)cc2OC[C@H](C)N(Cc2nccs2)C[C@H]1C	-0.2	3	-1	-1	3	22[16.7 µM]	-5	/
Cc1ccc(C)c(-c2nnc(NC(=O)c3ccc([N+](=O)[O-])o3)o2)c1	0.1	0	3	2	-14	-3	-14	/
O=C(c1ccc(F)cc1)N1CCCCC(Sc2nnnn2-c2ccccc2)C1=O (stereo not drawn)	/	/	/	1	/	7	11	-1
C[C@@H]1CN([C@@H](C)CO)C(=O)c2cc(NS(=O)(=O)c3ccccc3)ccc2O[C@@H](C)CCCCO[C@@H]1CN(C)C(=O)CCC(F)(F)F	0.3	1	-3	5	6	16[16.7 µM]	0	-6
COc1cccc(NC(=O)Nc2ccc3c(c2)C(=O)N(C)[C@@H]2CC[C@H](CC(=O)O)O[C@H]2CO3)c1	0.1	/	0	0	/	17[16.7 µM]	3	-10
CC1=CC(C)(C)n2c(O)c(C3=NC(=S)NC3=O)c3cc(OC(=O)c4cccc5ccccc45)cc1c32	/	/	-7	-1	/	-4	4	-10
Cc1cccc(S(=O)(=O)NCCC(=O)OC(C)C(=O)NC(=O)NC2CCCCC2)c1 (stereo not drawn)	/	/	-6	0	/	-4	1	7
COc1ccc(C)cc1NS(=O)(=O)c1cn(C)nc1C	-0.5	-3	/	/	-4	/	/	-7
CC1(C(=O)NCc2ccc(Cl)cc2)CCN1C(=O)c1cccc(F)c1 (stereo not drawn)	0.0	12	1	0	-8	2	-4	-14
COCc1cc(=O)[nH]c(N2CCN(c3ccccc3OC)CC2)n1	/	-2	-1	-1	-4	0	3	-4
COc1ccc(-c2ccc(CN3C(CC(C)C)C(=O)N(Cc4cn(CC5CCCCC5)nn4)CCS3(=O)=O)cc2)cc1 (stereo not drawn)	0.2	-3	/	/	5	6	/	-10
O=C(CCS(=O)(=O)c1ccccc1)NC1CCCC1	-0.6	-1	-2	2	-16	1	-9	3
CCCOc1ccc(-c2c(C(=O)N/N=C/c3ccc(C)cc3)nnn2-c2nonc2N)cc1	0.8	-1	5	-4	-12	-2	3	3
CCOc1ccc(C(=O)Nc2ccc(S(=O)(=O)Nc3cc(C)on3)cc2)cc1	/	1	-5	0	-14	/	9	/
COc1ccccc1-c1cn(CC[C@H]2CC[C@H](NC(=O)c3ccccc3F)[C@H](CO)O2)nn1	-0.3	-2	-2	0	9	/	-5	0

# Next compounds follow:
Compound	E-selectin induc	ERAP1 HTS inh	PglD inh	Cneo AK release	RAD52 anneal inh	miR-122 sensor	RAD54 inh	PGC1a acetyl inh
COc1ccc(S(=O)(=O)Nc2ccc3c(c2)C(=O)N([C@@H](C)CO)C[C@@H](C)[C@H](CN(C)C(=O)Nc2c(C)noc2C)OCCCC[C@@H](C)O3)cc1	0.7	-1	-2	-4	5	7[16.7 µM]	-9	3
CCOC(=O)c1ccc(NC(=S)N(CCCN2CCCC(C)C2)Cc2ccco2)cc1 (stereo not drawn)	0.9	/	-5	-1	/	9	-14	/
COc1ccccc1N(CC(=O)NCc1ccccc1)S(=O)(=O)c1cccs1	0.0	-1	6	0	-47	0	8	7
CC1CCCN(C(=O)Cc2cccc3ccccc23)C1 (stereo not drawn)	0.2	-1	0	-1	-3	2	-4	0
Cc1noc(C)c1S(=O)(=O)N(C)C[C@@H]1Oc2ccc(NC(=O)Nc3ccc4c(c3)OCO4)cc2CC(=O)N([C@H](C)CO)C[C@H]1C	-13	0	1	-3	-7	1[16.7 µM]	-2	-3
CCOc1ccc(Cl)cc1-c1cc(C(=O)NC2CCCCC2)[nH]n1	0.1	1	0	2	-12	0	1	-7

# Of the compounds above, these contain a Cl atom:
Compound	E-selectin induc	ERAP1 HTS inh	PglD inh	Cneo AK release	RAD52 anneal inh	miR-122 sensor	RAD54 inh	PGC1a acetyl inh
O=C(CN(c1ccc(Cl)cc1)S(=O)(=O)c1ccc(Cl)c([N+](=O)[O-])c1)NCCc1ccc(F)cc1	/	/	3	1	/	0	-5	-14
CN(Cc1ccco1)S(=O)(=O)c1nnc(NC(=O)c2cccc(Cl)c2)s1	/	1	-7	26	-8	/	1	/
Clc1cccc(N2CCN(c3nnnn3-c3ccccc3)CC2)c1	/	-3	4	-4	-12	0	2	-11
O=C1CN(C(=O)COC(=O)c2ccc(Cl)cc2)c2ccccc2N1	-3.6	0	-2	1	-9	/	-15	/
CCOC(=O)c1ccc(NC(=O)c2nc(S(=O)(=O)Cc3ccccc3)ncc2Cl)cc1	0.7	-3	5	-1	4	-1	-1	-78
CC1(C(=O)NCc2ccc(Cl)cc2)CCN1C(=O)c1cccc(F)c1 (stereo not drawn)	0.0	12	1	0	-8	2	-4	-14
CCOc1ccc(Cl)cc1-c1cc(C(=O)NC2CCCCC2)[nH]n1	0.1	1	0	2	-12	0	1	-7

# Ordered by length of the SMILES (high to low): part of the list above
Compound	E-selectin induc	ERAP1 HTS inh	PglD inh	Cneo AK release	RAD52 anneal inh	miR-122 sensor	RAD54 inh	PGC1a acetyl inh
COc1ccc(S(=O)(=O)Nc2ccc3c(c2)C(=O)N([C@@H](C)CO)C[C@@H](C)[C@H](CN(C)C(=O)Nc2c(C)noc2C)OCCCC[C@@H](C)O3)cc1	0.7	-1	-2	-4	5	7[16.7 µM]	-9	3
CCOC(=O)c1ccc(NC(=S)N(CCCN2CCCC(C)C2)Cc2ccco2)cc1 (stereo not drawn)	0.9	/	-5	-1	/	9	-14	/
CC1CCCN(C(=O)Cc2cccc3ccccc23)C1 (stereo not drawn)	0.2	-1	0	-1	-3	2	-4	0

# Compound activity: PubChem, Broad Institute
